Bioassay records: PubChem BioAssay, Broad Institute
Mtb BioA inh – inhibitors of Mycobacterium tuberculosis BioA enzyme; inhibition, % at 9.99 µM; AID 602481; purified M. tuberculosis BioA enzyme, plate reader; 0.096% of 360,000 active; in the data active = inhibition above about 40%
The depositor's hits bear a star.

SMILES	Mtb BioA inh
COc1ccccc1S(=O)(=O)N(C)C[C@@H]1Oc2cc(C#CCC(C)C)ccc2S(=O)(=O)N([C@@H](C)CO)C[C@@H]1C	0.9
C[C@@H]1CN([C@@H](C)CO)C(=O)c2cccc(NS(=O)(=O)c3ccc(F)cc3)c2O[C@H]1CN(C)S(=O)(=O)c1ccc(F)cc1	-0.9
COc1ccc(NC(=O)Nc2ccc3c(c2)[C@@H]2C[C@H](CC(=O)NCc4ccccc4F)O[C@@H](CO)[C@@H]2O3)cc1	0.6
COC(=O)[C@@H]1[C@@H](CO)[C@@H]2Cn3c(ccc(-c4ccc(OC)cc4)c3=O)[C@H]1N2C(=O)c1ccccc1F	3.2
C[C@@H]1CN([C@@H](C)CO)C(=O)Cc2cc(NC(=O)Nc3ccc4c(c3)OCO4)ccc2O[C@H]1CN(C)C	2.7
Cc1noc(C)c1NC(=O)Nc1ccc2c(c1)C(=O)N([C@@H](C)CO)C[C@@H](C)[C@H](CN(C)Cc1ccccc1)OCCCC[C@H](C)O2	-0.5
COc1ccc(NC(=O)Nc2ccc3c(c2)C(=O)N([C@H](C)CO)C[C@H](C)[C@H](CN(C)S(=O)(=O)c2ccc(F)cc2)OCCCC[C@H](C)O3)cc1	1.1
C[C@@H]1CN([C@@H](C)CO)C(=O)c2cc(C3=CCCC3)cnc2O[C@H]1CN(C)C(=O)c1ccc(F)cc1	-1.5
Cc1ccc(S(=O)(=O)N(C)C[C@@H]2Oc3ccc(NC(=O)Nc4cccc5ccccc45)cc3CC(=O)N([C@H](C)CO)C[C@@H]2C)cc1	12
CN(C)CC(=O)N[C@@H]1CC[C@H](CCNC(=O)C2CCCCC2)O[C@@H]1CO	-2.4
COc1cccc(S(=O)(=O)Nc2ccc3c(c2)[C@H]2C[C@@H](CC(=O)N4CCCCC4)O[C@H](CO)[C@H]2O3)c1	3.0
CCCN(C)C[C@@H]1OCCCC[C@@H](C)Oc2ccc(NS(=O)(=O)c3ccc(C)cc3)cc2C(=O)N([C@@H](C)CO)C[C@@H]1C	-0.3
N#Cc1cccc(-c2ccc3c(c2)[C@H]2[C@H](CCN2C(=O)CN2CCOCC2)[C@H](CO)N3)c1	1.6
COc1ccc(S(=O)(=O)Nc2ccc3c(c2)CC(=O)N([C@H](C)CO)C[C@@H](C)[C@H](CN(C)Cc2ccc(Oc4ccccc4)cc2)O3)cc1	-5.3
O=C(Nc1ccc(F)cc1)N1C[C@H]2[C@@H](c3ccccc31)[C@H](CO)N2C(=O)c1ccccn1	5.3
Cc1noc(C)c1S(=O)(=O)Nc1cccc2c1O[C@H](CN(C)CC1CCCCC1)[C@H](C)CN([C@@H](C)CO)C2=O	-1.3
C/C=C/c1ccc([C@H]2[C@@H](CO)N(S(C)(=O)=O)[C@@H]2CN(C)C(=O)CC)cc1	-3.1
C[C@H](CO)N1C[C@H](C)[C@H](CN(C)C(=O)Nc2cccc3ccccc23)Oc2ccc(NC(=O)Nc3ccc(F)cc3)cc2C1=O	-4.5
C[C@H](CO)N1C[C@H](C)[C@H](CN(C)C(=O)c2ccccc2)Oc2cc(C3=CCCC3)ccc2S1(=O)=O	-0.6
CCCC#Cc1ccc2c(c1)O[C@H](CN(C)C(=O)c1ccccn1)[C@@H](C)CN([C@H](C)CO)S2(=O)=O	-2.8
COc1ccccc1NC(=O)N[C@H]1CC[C@@H](CC(=O)N[C@@H](C)c2ccccc2)O[C@H]1CO	3.5
C[C@@H]1CCCCO[C@@H](CN(C)C(=O)CCCN(C)C)[C@H](C)CN([C@@H](C)CO)C(=O)c2cc(NC(=O)C3CCCCC3)ccc2O1	1.7
O=C(Nc1ccc(F)cc1)N[C@H]1CC[C@@H](CCn2cc(-c3ccccc3F)nn2)O[C@@H]1CO	3.3
C[C@@H]1CN([C@@H](C)CO)C(=O)c2cc(N(C)C)ccc2O[C@@H]1CN(C)C(=O)Nc1ccc(C(F)(F)F)cc1	2.4
C[C@@H]1CN([C@H](C)CO)C(=O)c2cc(C#CC3CCCCC3)cnc2O[C@@H]1CN(C)S(=O)(=O)c1cccc(F)c1	-0.1

Remaining list, next part:
SMILES	Mtb BioA inh
CCCNC(=O)C[C@H]1CC[C@H]2[C@@H](COc3ccc(NC(=O)c4cc(C)on4)cc3C(=O)N2C)O1	-3.3
C[C@H](CO)N1C[C@H](C)[C@H](CN(C)Cc2ccc(C(F)(F)F)cc2)Oc2ccc(NC(=O)Cc3cn(C)c4ccccc34)cc2C1=O	-0.6
C[C@H]1CCCCO[C@H](CN(C)C(=O)NC2CCCCC2)[C@@H](C)CN([C@@H](C)CO)C(=O)c2cc(NC(=O)CCCN(C)C)ccc2O1	0.1
C[C@H](CO)N1C[C@H](C)[C@@H](CN(C)Cc2ccccc2)Oc2cc(-c3ccncc3)ccc2S1(=O)=O	-0.5
CN1CCN(C(=O)C[C@@H]2C[C@@H]3c4cc(NC(=O)CC5CC5)ccc4O[C@@H]3[C@H](CO)O2)CC1	-5.1
Cc1ccc(S(=O)(=O)N[C@H]2CC[C@H](CCNC(=O)c3ccccc3F)O[C@@H]2CO)cc1	0.5
CNC[C@H]1OCCCC[C@H](C)Oc2ccc(NS(=O)(=O)c3ccc(Cl)cc3)cc2C(=O)N([C@@H](C)CO)C[C@@H]1C	-2.1
C[C@@H]1CN([C@H](C)CO)C(=O)c2cc(NC(=O)C3CC3)ccc2O[C@H]1CN(C)S(=O)(=O)c1ccccc1	2.8
C[C@H](CO)N1C[C@H](C)[C@H](CN(C)C(=O)NC2CCCCC2)Oc2c(NC(=O)C3CCCCC3)cccc2C1=O	0.7
O=C(C1CCC1)N1CCCCN2[C@H](CO)[C@@H](c3ccc(-c4ccncc4)cc3)[C@H]2C1	-1.0
CN(C)C(=O)C[C@H]1CC[C@H](NC(=O)C2CCOCC2)[C@H](CO)O1	-0.9
C[C@@H]1CN([C@H](C)CO)S(=O)(=O)c2ccc(C#CC(C)(C)O)cc2O[C@H]1CN(C)C(=O)C1CCC1	0.4
CN1C[C@@H]2[C@H](c3ccccc31)[C@H](CO)N2Cc1ccccc1F	-7.9
COc1ccc(S(=O)(=O)Nc2ccc3c(c2)C(=O)N([C@H](C)CO)C[C@@H](C)[C@@H](CN(C)S(=O)(=O)c2ccc(C)cc2)OCCCC[C@@H](C)O3)cc1	7.2
CNC[C@H]1Oc2ccc(NS(=O)(=O)c3ccc(Cl)cc3)cc2C(=O)N([C@@H](C)CO)C[C@H]1C	-2.3
CC(=O)N(C)C[C@@H]1Oc2ncc(C#CC(C)(C)O)cc2C(=O)N([C@H](C)CO)C[C@H]1C	0.1
CCCNC(=O)C[C@H]1CC[C@@H]2[C@H](COC[C@@H](O)CN2C(=O)c2cc(Cl)cc(Cl)c2)O1	0.4
COc1ccc(S(=O)(=O)Nc2ccc3c(c2)CC(=O)N([C@@H](C)CO)C[C@H](C)[C@H](CN(C)Cc2ccc4c(c2)OCO4)O3)cc1	-3.1
NCCCCCNC(=O)[C@H]1C[C@H]2C(=O)NCC(=O)N2[C@H]1c1cccc(OCCO)c1	-1.3
CO[C@@H]1CN(C)C(=O)c2cc(NC(=O)NC3CCCCC3)ccc2OC[C@@H](C)N(CC2CCOCC2)C[C@@H]1C	-3.8
C[C@H]1CN([C@@H](C)CO)C(=O)Cc2cc(NS(C)(=O)=O)ccc2O[C@H]1CN(C)C	-0.7
CC(C)NC(=O)N(C)C[C@@H]1Oc2c(NC(=O)NC3CCCCC3)cccc2C(=O)N([C@H](C)CO)C[C@@H]1C	3.9
COc1ccc(S(=O)(=O)N(C)C[C@@H]2Oc3ccc(NC(=O)NC(C)C)cc3C(=O)N([C@@H](C)CO)C[C@H]2C)cc1	0.0
C[C@H](O)C#Cc1ccc([C@H]2[C@H]3CN(C(=O)c4cccc(F)c4)CCCCN3[C@H]2CO)cc1	-4.1
CN1C(=O)c2cc(NC(=O)Cc3cccs3)ccc2OC[C@H]2O[C@@H](CC(=O)NCCc3ccncc3)CC[C@@H]21	-0.6

Following part
SMILES	Mtb BioA inh
CCNC(=O)C[C@H]1CC[C@@H](NC(=O)C2CCC2)[C@@H](CO)O1	-0.1
C[C@@H]1CN([C@H](C)CO)C(=O)c2cccc(NC(=O)C3CCCCC3)c2O[C@H]1CN(C)C(=O)Nc1cccc2ccccc12	0.2
C[C@H](CO)N1C[C@H](C)[C@H](CN(C)Cc2ccc(C(F)(F)F)cc2)Oc2c(NC(=O)c3ccc(-c4nccs4)cc3)cccc2C1=O	0.6
Cc1ccc(S(=O)(=O)N[C@H]2C=C[C@@H](CC(=O)NCCN3CCCCC3)O[C@H]2CO)cc1	2.6
COCC(=O)NC[C@@H]1N[C@@H](CO)[C@H]1c1ccc(-c2ccccc2F)cc1	17
CO[C@@H]1CN(C)C(=O)c2ccc(NC(=O)NC(C)C)cc2OC[C@@H](C)N(C(=O)CN(C)C)C[C@H]1C	-1.7
C[C@@H]1CN([C@@H](C)CO)C(=O)c2cc(NC(=O)Cn3cnnn3)ccc2O[C@@H]1CN(C)C	-2.0
CNC[C@@H]1Oc2c(NS(C)(=O)=O)cccc2C(=O)N([C@H](C)CO)C[C@@H]1C	1.9
C/C=C/c1ccc([C@@H]2[C@@H](CN(C)C(=O)NC3CCCC3)N(C(C)=O)[C@H]2CO)cc1	-0.7
COc1cccc(C(=O)Nc2ccc3c(c2)OC[C@H](C)N(CCc2ccccc2)C[C@@H](C)[C@@H](OC)CN(C)C3=O)c1	1.2
O=C(C1CCC1)N1C[C@H]2[C@@H](c3ccccc31)[C@H](CO)N2C(=O)Nc1cccc(F)c1	6.7
CC=Cc1ccc2n(c1=O)C[C@H]1[C@H](CO)[C@@H](C(=O)NCc3ccc(F)cc3)N(Cc3cncnc3)[C@@H]21 (mixture of isomers)	0.2
C[C@H]1CCCCO[C@H](CN(C)Cc2ccc(C(F)(F)F)cc2)[C@@H](C)CN([C@@H](C)CO)C(=O)c2cc(NS(=O)(=O)c3ccc(F)cc3)ccc2O1	0.9
C[C@H]1CN([C@@H](C)CO)C(=O)c2cccc(NS(=O)(=O)c3ccc(Cl)cc3)c2O[C@H]1CN(C)S(C)(=O)=O	-0.9
Cc1noc(C)c1S(=O)(=O)N(C)C[C@H]1Oc2ccc(NC(=O)Nc3cccc4ccccc34)cc2CC(=O)N([C@H](C)CO)C[C@H]1C	0.5
CCC(=O)N[C@@H]1C=C[C@H](CC(=O)NCc2ccc(OC)cc2)O[C@@H]1CO	0.0
CNC[C@H]1Oc2ccc(NC(=O)Nc3ccc(C(F)(F)F)cc3)cc2CC(=O)N([C@@H](C)CO)C[C@H]1C	3.5
C[C@@H]1CN([C@H](C)CO)C(=O)c2cc(NC(=O)CCCN(C)C)ccc2O[C@@H]1CN(C)C(=O)NC1CCCCC1	-0.8

15 compounds already listed, sorted by SMILES length, rising:
SMILES	Mtb BioA inh
CCNC(=O)C[C@H]1CC[C@@H](NC(=O)C2CCC2)[C@@H](CO)O1	-0.1
CN(C)C(=O)C[C@H]1CC[C@H](NC(=O)C2CCOCC2)[C@H](CO)O1	-0.9
O=C(C1CCC1)N1CCCCN2[C@H](CO)[C@@H](c3ccc(-c4ccncc4)cc3)[C@H]2C1	-1.0
COc1ccccc1NC(=O)N[C@H]1CC[C@@H](CC(=O)N[C@@H](C)c2ccccc2)O[C@H]1CO	3.5
CCCNC(=O)C[C@H]1CC[C@H]2[C@@H](COc3ccc(NC(=O)c4cc(C)on4)cc3C(=O)N2C)O1	-3.3
C[C@H](CO)N1C[C@H](C)[C@@H](CN(C)Cc2ccccc2)Oc2cc(-c3ccncc3)ccc2S1(=O)=O	-0.5
C[C@H](CO)N1C[C@H](C)[C@H](CN(C)C(=O)c2ccccc2)Oc2cc(C3=CCCC3)ccc2S1(=O)=O	-0.6
C[C@@H]1CN([C@H](C)CO)C(=O)c2cc(NC(=O)C3CC3)ccc2O[C@H]1CN(C)S(=O)(=O)c1ccccc1	2.8
C[C@@H]1CN([C@H](C)CO)C(=O)c2cc(NC(=O)CCCN(C)C)ccc2O[C@@H]1CN(C)C(=O)NC1CCCCC1	-0.8
Cc1noc(C)c1S(=O)(=O)Nc1cccc2c1O[C@H](CN(C)CC1CCCCC1)[C@H](C)CN([C@@H](C)CO)C2=O	-1.3
COc1cccc(S(=O)(=O)Nc2ccc3c(c2)[C@H]2C[C@@H](CC(=O)N4CCCCC4)O[C@H](CO)[C@H]2O3)c1	3.0
C[C@@H]1CN([C@H](C)CO)C(=O)c2cc(C#CC3CCCCC3)cnc2O[C@@H]1CN(C)S(=O)(=O)c1cccc(F)c1	-0.1
C[C@H](CO)N1C[C@H](C)[C@H](CN(C)C(=O)Nc2cccc3ccccc23)Oc2ccc(NC(=O)Nc3ccc(F)cc3)cc2C1=O	-4.5
C[C@H](CO)N1C[C@H](C)[C@H](CN(C)Cc2ccc(C(F)(F)F)cc2)Oc2c(NC(=O)c3ccc(-c4nccs4)cc3)cccc2C1=O	0.6
Cc1ccc(S(=O)(=O)N(C)C[C@@H]2Oc3ccc(NC(=O)Nc4cccc5ccccc45)cc3CC(=O)N([C@H](C)CO)C[C@@H]2C)cc1	12

An excerpt, so the mix of outcomes need not match the whole.
